TTR transcr act: increases transthyretin transcription; SH-SY5Y TTR promoter Gaussia luciferase, luminescence; 100% = recombinant luciferase protein wells; activation, % at 16.7 µM; actives 1.3% (n = 92,000); AID 1117267;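 active means activation above the mean of all tested compounds plus 3 SD, cut at about 9.5% in these data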;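 further: cells exposed to compounds for one day before reading; 0% = median of all test compound wells on the plate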
Numbers without * were called inactive. These rows are one share of the data; the hit share may differ from the screen's.

TTR transcr act,Molecule
4.1,COc1ccc(/C=C\C(=O)NCC(=O)N/N=C/c2ccc(O)cc2O)cc1
1.2,COc1cc(NC(=O)c2cccnc2)c(Cl)cc1NC(=O)c1ccccc1
-0.2,O=C(/C=C\Nc1ccccc1Br)c1ccc2c(c1)OCO2
-3.1,OCC1OC(n2ccc3c(NO)ncnc32)C(O)C1O (stereo unspecified)
1.0,O=C(Nc1ccccc1O)c1csc2c1CCCC2
5.9,CCn1c(COc2ccccc2)nnc1SCc1ccc(C#N)cc1
1.2,O=C(c1ccccc1)n1ccc2ccc(-c3ccc4ccn(Cc5ccccc5)c4c3)cc21
-0.6,CC(C)Nc1nc(SCC(=O)Nc2ccccc2)nc(N2CCOCC2)n1
-3.5,COc1ccc(NC(=O)c2cc(-c3cc(Cl)ccc3C)n[nH]2)c(OC)c1
-0.8,COc1ccc(OCc2cnc(Cl)s2)cc1
-1.0,CSc1ccc(/C=N/n2nnnc2N)cc1
2.9,COc1cc(OC)cc(-c2c(C#Cc3ccsc3)c3cc(-c4cnc(OC)nc4)ccc3n2C)c1
-0.4,CN(Cc1ccccc1)C(=S)NC(=O)C1CCCCC1
1.4,Brc1ccc(CSc2nnc(-c3cccnc3)o2)cc1
1.6,O=C(CSc1ccc2nnc(-c3cccnc3)n2n1)NCc1ccco1
0.5,Fc1ccc(C(c2nnnn2Cc2ccccc2)N2CCSCC2)cc1 (stereo unspecified)
-0.9,O=C(NC1CC2CCC(C1)N2Cc1ccccc1)c1cccc(F)c1 (stereo unspecified)
0.5,COCCNC(=O)c1cccc(C)c1[N+](=O)[O-]
3.6,CC(C)(C)NC(=O)CSc1nc2[nH]ncc2c(=O)[nH]1
-2.0,Cc1ccc2nc(NNC(=O)c3ccc4c(c3)OCCO4)sc2c1
-2.2,CNC(=S)N/N=C/c1c(Cl)cccc1Cl
0.2,COc1ccccc1C1CCCN1Cc1nc(-c2cc3c(cc2Cl)OCO3)oc1C (stereo unspecified)
1.1,Cc1cc(C(=O)NC2Cc3ccccc3C2)c(C)o1
-0.5,CN(C)/C=N/c1sc2c(c1C#N)CCCCC2
0.0,CCCCS(=O)(=O)N1CCCC(C(=O)Oc2ccccc2)C1 (stereo unspecified)

Additional results.
TTR transcr act,Molecule
-1.5,O=C(C1CC1)N1CCN(c2ccc([N+](=O)[O-])cc2-n2cccc2)CC1
-1.1,OC1C2CCC(C2)C1CN1CCOCC1 (stereo unspecified)
0.3,C/C(=N\Nc1nc(C)cc(=O)[nH]1)C1CC1
0.4,COC(=O)c1cc(OC)c(OC)cc1NC(=O)Cc1ccccc1[N+](=O)[O-]
-0.7,O=C(CCN1C(=O)c2ccccc2S1(=O)=O)Nc1ccc2c(c1)OCCO2
6.9,NC(=O)c1nsc(C(=O)N(CCCN2CCOCC2)C(C(=O)NC2CCCCC2)c2ccc(Cl)cc2)c1N (stereo unspecified)
4.9,CN(C)c1ccc(/C=N/n2c(-c3cccnc3)n[nH]c2=S)cc1
1.6,CCN(c1ccccc1)S(=O)(=O)c1ccc(C(=O)N2CCN(c3ccccc3)CC2)cc1
8.2,C/C(=N\NC(=S)NC1CCCCC1)c1cccc(Br)c1
0.4,O=C(CCC(=O)N1CCN(c2cccc(Cl)c2)CC1)N1CCN(c2ccccc2)CC1
3.5,Cc1ccc(/C=c2\sc3nc(-c4cccnc4)nn3c2=O)cc1
-0.4,CCCC/C(O)=C1\C(=O)CCCC1=NCCc1c(C)[nH]c2ccc(OC)cc12
0.9,CCOC(=O)C1=NNC2C(=O)N(Cc3ccccc3)C(=O)C12 (stereo unspecified)
-1.4,O=C1CSC(=S)N1N=Cc1ccc(Cl)cc1Cl
-0.9,O=C(CCN1C(=O)NC2(CCCC2)C1=O)Nc1cccc(S(=O)(=O)N2CCOCC2)c1
2.6,O=C(O)c1cc(=O)[nH]c2c(Cl)cccc12
2.3,CC(C)(C)NC(=O)CN(CCN1CCOCC1)C(=O)CNS(=O)(=O)c1ccc(Cl)cc1
-1.2,NS(=O)(=O)c1ccc(CCNC(=O)c2ccco2)cc1
0.1,CN(CC(=O)Nc1ccc(S(=O)(=O)N(C)C)cc1)Cc1ccc(C(F)(F)F)cc1
-1.5,Cc1ccc(N=Nc2ccc(O)c(/C=N\NC(=O)c3ccc(N)cc3)c2)cc1C
-0.2,O=[n+]1c2c(n([O-])c3c1CCCC3)CCCC2
0.1,COC(=O)c1ccc(Oc2nc(N(C)C)nc(N3CCOCC3)n2)cc1
1.7,CCCCCn1nnnc1C1(C)Cn2nccc2C(=O)N1Cc1ccco1 (stereo unspecified)
7.7,COC(=O)c1ccc(CNC(=O)Cn2cnc(C(=O)Nc3ccc(C)c(C)c3)n2)cc1
-2.2,CS/C(=N/S(=O)(=O)c1ccc(C)cc1)c1ccccc1

(further entries)
TTR transcr act,Molecule
-0.3,CN(C(=O)CSc1nnc(-c2ccco2)n1Cc1ccccc1)C1CCS(=O)(=O)C1 (stereo unspecified)
0.2,COc1ccc(S(=O)(=O)n2cnc(C)c2)cc1
0.1,CCOC(=O)C(=O)/C(=C\N(C)C)c1onc(-c2ccccc2Cl)c1C(=O)OC
-1.9,CCN(CC)C(=O)Cn1c(=O)n(CCCC(=O)NCc2ccccc2)c(=O)c2sccc21
-5.1,COc1cc(/C=N\NC(=O)c2ccc(Cn3nc([N+](=O)[O-])c(Cl)c3C)o2)ccc1O
0.8,CCC(C)c1ccccc1NC(=O)C(C)OC(=O)CN1C(=O)NC(C)(C)C1=O (stereo unspecified)
-2.0,CC(C)(C)Nc1ncnc2c1cnn2-c1ccccc1
-0.7,CCNc1nc(NCC)nc(N(C#N)CCOc2ccccc2)n1
-4.4,C=CC[C@H](CC(=O)N[C@H](CO)Cc1ccccc1)C(=O)N[C@@H](COC(=O)[C@@H](CC=C)CC(=O)OC(C)(C)C)Cc1c[nH]c2ccccc12
-0.1,O=C(OCCN1CCN(C2=NS(=O)(=O)c3ccccc32)CC1)c1ccccc1F
-2.4,CC(C)Cc1cc(C(=O)Nc2c(F)cc(F)cc2Br)no1
3.7,CC(C)OC(=O)CSc1nnc(-c2cccnc2)n1N
0.0,COc1cc(-c2nn3c(-c4ccccc4)nnc3s2)cc(OC)c1OC
10*,CC(C)c1cccc(O)c(=O)c1
-1.1,c1ccc(CSc2nc3ncccn3n2)cc1
-0.2,Nc1ncnc(Oc2cccc(C(F)(F)F)c2)c1[N+](=O)[O-]
-1.1,Cc1ccccc1Cn1c(=O)[nH]c2ccccc21
-1.0,CCCCCCn1c(CN2CCCCC2C)nc2c1c(=O)n(C)c(=O)n2C (stereo unspecified)
-1.4,O=C1N/C(=C/c2cccn2-c2ccccc2)C(=O)N1c1cccc(Cl)c1
-2.6,c1coc(CNCCCN2CCOCC2)c1
-3.2,CCOC(=O)Cc1csc(NC(=O)Nc2cccs2)n1
32*,Cc1cc(C)n(-c2nc3ccccc3c(=O)n2OCCOc2ccccc2)n1
-1.2,C/C(=N\NC(=O)CCn1nnc2ccccc21)c1ccco1
3.0,CC(C)NC(=O)CCn1c(=S)oc2ccccc21
-1.1,Cc1ccc(CCNC(=O)C2CCN(S(=O)(=O)N3CCOCC3)CC2)cc1

Additional compounds:
TTR transcr act,Molecule
-0.4,O=C(NNS(=O)(=O)c1ccccc1[N+](=O)[O-])c1cccc(Cl)c1
-0.6,CC1=C(C(=O)Nc2ccc(Cl)cc2)C2(CCCCC2)C(C(N)=O)C(=S)N1 (stereo unspecified)
-1.0,CC(=O)c1c(N2CCN(Cc3ccccc3)CC2)nc(=S)n(-c2ccccc2)c1C
1.9,Cc1ccc(CNC(=O)c2ccc(N3CCC4(CC3)CC(c3cccc(Br)c3)=NO4)c(NC(=O)c3ccc(Cl)c([N+](=O)[O-])c3)c2)cc1
-2.0,Cc1ccc(NC(=O)N(Cc2cccs2)Cc2cc3cc4c(cc3[nH]c2=O)OCO4)cc1
-1.1,Cc1ccc(C(C)NC(=O)c2ccc3c(c2)OCO3)cc1C (stereo unspecified)
-0.1,COc1cc(/C=C/C(=O)OCC(=O)NC(=O)NC23CC4CC(CC(C4)C2)C3)ccc1OCC#N
1.9,CSCCC(NC(=O)c1ccccc1)C(=O)NCCCn1nc(C)cc1C (stereo unspecified)
-2.9,COc1ccc(-c2ccc(CN3C(CC(C)C)C(=O)N(Cc4cn(CC5CCCCC5)nn4)CCS3(=O)=O)cc2)cc1OC (stereo unspecified)
-4.0,O=C(Nc1ccc2c(c1)CCC2)C1CCN(c2c3c(nc4ncnn24)CCC3)CC1
0.4,COC(=O)[C@]12C[C@H](CC(=O)NCCC(C)C)C(=O)N(CCc3ccc(OC)c(OC)c3)C1=C[C@H](COCc1ccccc1)O[C@@H]2C
2.3,C[N+]12CCCCC1C(COC(=O)c1ccc3c(c1)OCO3)CCC2 (stereo unspecified)
0.8,O=c1c(Oc2ccccc2Br)c(C(F)(F)F)oc2c(CN3CCCC3)c(O)ccc12
0.1,COc1ccc(OC)c(C2=NS(=O)(=O)N(C)C(C(=O)Nc3cccc(C(C)=O)c3)=C2)c1
1.3,CN(CCc1cn[nH]c1)Cc1nc(Cc2ccccc2F)no1
0.3,Cc1ccc(CC2S/C(=C(/C#N)C(=O)N3CCOCC3)N(c3ccccc3)C2=O)cc1 (stereo unspecified)
-1.5,O=C(O)C(=Cc1ccccc1[N+](=O)[O-])c1ccc2c(c1)OCO2
1.6,CCN(c1ccccc1)S(=O)(=O)c1ccc2[nH]c(=O)c(=O)[nH]c2c1
2.8,C=CCNc1nc(Cl)ncc1F
-0.5,COC(=O)c1sc(NC(=O)Cc2cccs2)nc1C
-0.6,COc1ccc(CCNC(=O)c2c(C)nc3ccccn23)cc1OC
0.4,CCOC(=O)N1CCC2(CC1)C(C#N)=C(N)OC1=C2C(=O)CC(C)C1 (stereo unspecified)
1.8,O=c1c2c([nH]c3ccccc13)CCCCC2
0.8,C=C(C)C(=O)Nc1cccc(C2=NOC3(C2)C[C@@H](C(N)=O)N(C(=O)[C@H]2CCC(=O)N2)C3)c1 (stereo partly specified)
-2.0,COc1cccc(N=Nc2c(N)[nH]n3c(=O)cc(-c4ccccc4)nc23)c1

New compounds follow:
TTR transcr act,Molecule
8.3,CC1CN(C(=O)CSc2nc(-c3ccccc3)cs2)CC(C)O1 (stereo unspecified)
3.8,Cc1c([N+](=O)[O-])c(C(=O)Nc2ccc3c(c2)OCCO3)nn1C
-0.1,COC(=O)C[C@@H]1C=C[C@@H](NS(=O)(=O)c2ccc(OC)cc2)[C@@H](CO)O1
8.7,C=C(C)CNC(=S)N/N=C/c1ccccc1OCC(=O)O
1.3,OC(COc1ccc2ccccc2c1Cl)CN1CCOCC1 (stereo unspecified)
-0.3,O=C(Cn1c2ccccc2c(=O)c2ccccc21)Nc1cccc(F)c1
-0.1,O=C(NCCOc1ccc(Cl)cc1)c1ccco1
0.4,CCSc1cnnc2ccccc12
1.1,COCCN(C(=O)c1ccc(C)c(S(=O)(=O)N2CCOCC2)c1)c1c(N)n(CC(C)C)c(=O)[nH]c1=O
1.7,O=C(C1CCC(C(=O)N2CCc3ccccc32)CC1)N1CCc2ccccc21 (stereo unspecified)
0.3,COCC1CCCN(C(=O)c2cc(COc3cccc4cccnc34)on2)C1 (stereo unspecified)
0.3,Cc1noc(C)c1CCC(=O)N1CCCC(CCC(=O)NCc2ccc(F)c(F)c2)C1 (stereo unspecified)
-0.8,CCOC(=O)c1ccc(COc2ccc(C(C)C)cc2)o1
2.8,Cc1cccc(NC(=O)C(c2cccc([N+](=O)[O-])c2)N2CCCCC2)c1 (stereo unspecified)
-1.3,COc1cc(NCCCCCCN)c2ncccc2c1OC
-0.6,NC(=NCCc1c[nH]c2ccccc12)NS(=O)(=O)c1ccc(F)cc1
-0.8,Cc1ccccc1-c1cccc([C@@H]2C[C@H]3C(CN2)CON3C)c1 (stereo partly specified)
-1.1,Cc1c(OC(C)C(=O)NCCCN2CCCC2=O)ccc2c3c(c(=O)oc12)CCCC3 (stereo unspecified)
-0.6,Nc1ncncc1-c1ccccc1Cl
-1.2,Cc1ccc(SCC(=O)n2nc(C)cc2C)cc1
2.9,O=C1N[C@@H](Cc2ccccc2)C(=O)N2CCC[C@@H]12
-0.6,CCOC(=O)C1=C[C@@H](C(C)(C)C)N(S(=O)(=O)c2ccc(C)cc2)[C@H]1c1ccc(OC)cc1
0.8,CC1CC(=O)Nc2ccccc2N1S(=O)(=O)c1ccc(Cl)cc1 (stereo unspecified)
-0.8,COc1cccc(C2=CC(c3cc(OC)ccc3OC)n3nnnc3N2)c1 (stereo unspecified)
1.8,Cc1nn(CC(=O)OCC(=O)NC(C)c2ccccc2)c(C)c1[N+](=O)[O-] (stereo unspecified)
0.8,Nc1nnc(SCCCOc2ccc(F)cc2)s1

Entries shown so far that have fluorine, in the order listed:
TTR transcr act,Molecule
0.5,Fc1ccc(C(c2nnnn2Cc2ccccc2)N2CCSCC2)cc1 (stereo unspecified)
-0.9,O=C(NC1CC2CCC(C1)N2Cc1ccccc1)c1cccc(F)c1 (stereo unspecified)
0.1,CN(CC(=O)Nc1ccc(S(=O)(=O)N(C)C)cc1)Cc1ccc(C(F)(F)F)cc1
-0.1,O=C(OCCN1CCN(C2=NS(=O)(=O)c3ccccc32)CC1)c1ccccc1F
-2.4,CC(C)Cc1cc(C(=O)Nc2c(F)cc(F)cc2Br)no1
-0.2,Nc1ncnc(Oc2cccc(C(F)(F)F)c2)c1[N+](=O)[O-]
0.8,O=c1c(Oc2ccccc2Br)c(C(F)(F)F)oc2c(CN3CCCC3)c(O)ccc12
1.3,CN(CCc1cn[nH]c1)Cc1nc(Cc2ccccc2F)no1
2.8,C=CCNc1nc(Cl)ncc1F
-0.3,O=C(Cn1c2ccccc2c(=O)c2ccccc21)Nc1cccc(F)c1
0.3,Cc1noc(C)c1CCC(=O)N1CCCC(CCC(=O)NCc2ccc(F)c(F)c2)C1 (stereo unspecified)
-0.6,NC(=NCCc1c[nH]c2ccccc12)NS(=O)(=O)c1ccc(F)cc1
0.8,Nc1nnc(SCCCOc2ccc(F)cc2)s1
